High-throughput results as filed in PubChem.
HIV fusion peptide: cell-free HIV fusion peptide-binding blockers – biochemical, uHTS, fluorescence dequenching, primary screen (AID 1986). cell-free peptide binding, fluorescence dequenching, 30 min; higher % means a stronger effect. inhibition, % at 20 µM; hits with a dose series show IC50 in µM. 290,000 tested, 0.3% active; in the data active means inhibition mostly above about 52%, no sharp cut-off; inactive means mostly below about 76%; further: some results filed as inactive read as strong as hits
GPR55 antagonists: GPR55 antagonists blocking LPI-driven arrestin recruitment, primary screen, imaging, U2OS, beta-arrestin-GFP, LPI agonist (AID 2013) | U2OS GPR55 beta-arrestin-GFP translocation imaging, LPI antagonism; higher % means a stronger effect | one-dose inhibition, % at 10 µM; IC50 in µM for titrated hits | 290,000 tested, 0.13% active;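 active means spots per cell inhibited over 60%, with over 100 cells counted and total cytoplasm intensity under 500,000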;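 further: U2OS cells stably carrying GPR55 and arrestin-GFP stimulated by 5 µM LPI near EC80; imaged beta-arrestin-GFP aggregate spots per cell after agonist stimulation; plate controls were LPI-stimulated DMSO wells for no effect and DMSO wells without LPI for full effect; some results filed as inactive read as strong as hits; confirmed hits need IC50 under 10 µM and bright autofluorescent wells are also inconclusive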
KOR beta-arrestin-1: KOR antagonists, beta-arrestin recruitment, cell-based, luminescence, uHTS (AID 1778) | one-dose inhibition, % at 10 µM; IC50 in µM for titrated hits | 290,000 tested, 0.091% active | KOR beta-arrestin recruitment, luminescence, antagonist mode; higher % means a stronger effect; in the data active means inhibition above about 50%; further: strong numbers were not always called active
West Nile virus CPE: West Nile virus antiviral activity, cell-based, CPE readout (AID 1621) | West Nile virus-infected cells, CPE inhibition; higher % means a stronger effect | one-dose CPE inhibition, % at 10 µM; IC50 in µM for titrated hits | 290,000 tested, 0.02% active; in the data active means a potency from the dose series; further: strong numbers were not always called active
KOR beta-arrestin-2: KOR agonists, beta-arrestin recruitment, primary screen, cell-based, luminescence, uHTS (AID 1777). 280,000 tested, 0.02% active. one-dose activation, % at 10 µM; EC50 in µM for titrated hits. KOR beta-arrestin recruitment, luminescence; higher % means a stronger effect; in the data active means activation above about 50%, passing the limit was not always enough; further: a part of the inactive calls stands beside numbers as strong as those of hits
GPR35 antagonists: GPR35 antagonists blocking zaprinast-driven arrestin recruitment, primary screen, imaging, U2OS, beta-arrestin-GFP, zaprinast agonist (AID 2058); 290,000 tested, 0.052% active; U2OS GPR35 beta-arrestin-GFP translocation imaging, zaprinast antagonism; higher % means a stronger effect; one-dose inhibition, % at 10 µM; IC50 in µM for titrated hits;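 active means inhibition of at least 50% with at least 30 cells and total cytoplasm GFP at most 10,000,000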
NS5 inhibitors: flavivirus cap methylation enzyme inhibition – biochemical, confirmation dose response, primary screen (AID 588689); 340,000 tested, 0.3% active; Dengue-2 NS5 methyltransferase capping enzyme assay, biochemical; higher % means a stronger effect; inhibition, % at 25 µM, or IC50 in µM where a hit was titrated; in the data active means a potency from the dose series
GPR55 beta-arrestin: GPR55 agonists via beta-arrestin recruitment, primary screen, imaging, U2OS cells, beta-arrestin-GFP redistribution (AID 1961); 290,000 tested, 0.048% active; one-dose activation, % at 10 µM; EC50 in µM for titrated hits; U2OS GPR55 beta-arrestin-GFP redistribution imaging; higher % means a stronger effect;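 active means activation above 40% with more than 50 cells counted in the well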;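 further: U2OS osteosarcoma cells stably expressing GPR55 and beta-arrestin-GFP; plate controls were DMSO negative control for no effect and LPI positive control for full effect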
NOD1 NF-kB reporter: inhibition of NOD1-driven NF-kB reporter – cell-based, luminescence, uHTS, primary screen (AID 1578); NOD1-driven NF-kB luciferase reporter cells, luminescence; higher % means a stronger effect; one-dose inhibition, % at 4 µM; EC50 in µM for titrated hits; 290,000 tested, 1% active; in the data active means inhibition mostly above about 36%, no sharp cut-off; inactive means mostly below about 34%;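 further: HEK-293T reporter cells stimulated with the NOD1 agonist gamma-tri-DAP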
NS5 inhibitors pilot replicate: also measured in NS5 inhibitors; calls as there; inhibition, %; measured here: pilot screen replicate inhibition
* marks the source's active call; other numbers are inactive results; / = not tested or not shown; [ ] = dose if it differs, or a comment. The list is partial; count on the stated rates, not on these rows.

SMILES	HIV fusion peptide	GPR55 antagonists	KOR beta-arrestin-1	West Nile virus CPE	KOR beta-arrestin-2	GPR35 antagonists	NS5 inhibitors	GPR55 beta-arrestin	NOD1 NF-kB reporter	others
COc1ccc(N2CCN(C3CCCN(C(=O)CN4CCCC4=O)C3)CC2)cc1 (stereo unspecified)	1.2%	10%	-37%	0.3%	1.0%	-7%	-5%	0.3%	6%
C=CCn1c(SCC(=O)NC2CCCc3ccccc32)nnc1-c1ccncc1 (stereo unspecified)	-1.1%	4%	-20%	-1.0%	-2.9%	5%	1%	-0.4%	-22%
Cc1cc2c3c(c1)C1(SCC(=O)N1c1ccc(F)cc1)C(=O)N3C(C)(C)CC2C (stereo unspecified)	-3.2%	26%	11%	-1.6%	1.4%	3%	1%	-0.1%	-10%
COCCNC(=O)c1ccc(CS(=O)(=O)c2c(Cl)cccc2Cl)o1	4.2%	4%	7%	-0.5%	4.1%	-11%	6%	0.0%	-14%
Cc1cc(S(=O)(=O)Nc2cccc(Cl)c2)c(C)s1	0.6%	15%	4%	-1.1%	-6.2%	1%	/	-0.3%	-21%
COC(=O)c1c(C)[nH]c(O)c1C=Nc1ccc(C#N)cc1	-1.2%	9%	8%	0.3%	-4.0%	-9%	-7%	-0.1%	15%
C/C(=N\O)c1ccc(Cl)c(Cl)c1	-0.1%	-11%	0%	-0.4%	0.1%	12%	/	-0.1%	1%
CCCNC(=S)N(Cc1cc2cc(C)ccc2n2nnnc12)CC(C)(C)CN(C)C	-0.8%	-6%	23%	-0.9%	-4.2%	5%	/	0.3%	-11%
COCCn1c(-c2ccc(Cl)cc2Cl)nc2c(c(=O)c3ccccc3n2C)c1=O	21%	5%	2%	-0.1%	6.1%	0%	-5%	-0.2%	19%
CCC(=O)Nc1ccc(NC(=O)CSc2nnnn2CC)cc1C	3.3%	-3%	16%	0.5%	-0.1%	27%	11%	0.4%	3%
CCN(CC)S(=O)(=O)c1ccc2oc(C(=O)NC3CC3)c(C)c2c1	0.5%	-4%	12%	0.7%	2.2%	18%	1%	-0.3%	44%
CC(C)CCNC(=O)CCS(=O)(=O)c1cccc2nonc12	-2.1%	-2%	-35%	-0.3%	4.0%	2%	-2%	-0.1%	7%
CCOc1cccc(CN2CCCC(C(=O)c3cc(Cl)ccc3OC)C2)c1O (stereo unspecified)	-0.4%	-5%	-9%	-0.4%	3.5%	12%	-7%	-0.3%	14%
CC(=O)c1cccc(NC(=O)c2ccccc2N(C)S(=O)(=O)c2ccc(C)cc2)c1	-2.5%	3%	7%[20 µM]	-1.1%	1.3%	6%	-1%	0.8%	53%
Cc1ccc(OC(=O)c2cc3ccccc3o2)cc1	-2.2%	-5%	7%	-0.4%	3.9%	-11%	-3%	-0.1%	-38%
COc1ccc(C(=O)Nc2nnc(Cc3ccccc3)s2)c(OC)c1	0.1%	6%	-41%[20 µM]	-1.7%	3.8%	10%	1%	0.5%	-44%	NS5 inhibitors pilot replicate=0.9
CC(C)n1cc(/C=C2\NC(=O)N(c3cccc(Cl)c3)C2=O)c2ccccc21	2.2%	8%	10%	0.1%	1.2%	4%	-26%	-0.1%	18%
CCOC(=O)C1(C)NC(c2cccs2)C2C(=O)N(c3ccc(C)cc3)C(=O)C21 (stereo unspecified)	0.9%	19%	-13%	-0.7%	-1.4%	-10%	-1%	0.0%	-18%
Cc1cc(NC(=O)COC(=O)CNS(=O)(=O)c2ccc(C)c(C)c2)no1	-0.7%	-23%	-32%	0.6%	3.7%	17%	-5%	0.1%	-15%
COc1ccc(CCNC(=O)CSc2nnc(-c3ccccc3)c3ccccc23)cc1OC	3.2%	-4%	9%	-0.5%	-0.3%	1%	2%	0.6%	-11%
O=C(CCc1nnc(COc2ccccc2)o1)NCc1ccccc1C(F)(F)F	0.9%	-2%	-12%[20 µM]	0.1%	/	-5%	-2%	-0.1%	-36%
CC(=O)c1ccc(OC(C)c2nc3ccccc3s2)cc1 (stereo unspecified)	1.2%	-2%	34%	-0.2%	-2.7%	4%	-7%	-0.1%	-13%
COCc1cc(=O)[nH]c(/N=C(\N)Nc2ccc(Oc3ccccc3)cc2)n1	-2.4%	-9%	-42%	-1.0%	-2.1%	1%	-4%	-0.1%	-34%
O=C(COC(=O)/C=C/c1ccc(Br)o1)NCCCN1CCCC1=O	0.4%	6%	-7%	-0.6%	-7.6%	9%	-3%	0.5%	-17%
CCc1ccc(-c2nc(NC(=S)NC(=O)c3cccs3)sc2C)cc1	3.4%	-12%	-35%	0.1%	-0.7%	6%	-9%	0.3%	-3%

Quoted at random: 4 entries already listed
SMILES	HIV fusion peptide	GPR55 antagonists	KOR beta-arrestin-1	West Nile virus CPE	KOR beta-arrestin-2	GPR35 antagonists	NS5 inhibitors	GPR55 beta-arrestin	NOD1 NF-kB reporter	others
COC(=O)c1c(C)[nH]c(O)c1C=Nc1ccc(C#N)cc1	-1.2%	9%	8%	0.3%	-4.0%	-9%	-7%	-0.1%	15%
Cc1ccc(OC(=O)c2cc3ccccc3o2)cc1	-2.2%	-5%	7%	-0.4%	3.9%	-11%	-3%	-0.1%	-38%
CC(C)n1cc(/C=C2\NC(=O)N(c3cccc(Cl)c3)C2=O)c2ccccc21	2.2%	8%	10%	0.1%	1.2%	4%	-26%	-0.1%	18%
CCOc1cccc(CN2CCCC(C(=O)c3cc(Cl)ccc3OC)C2)c1O (stereo unspecified)	-0.4%	-5%	-9%	-0.4%	3.5%	12%	-7%	-0.3%	14%

Other structures follow:
SMILES	HIV fusion peptide	GPR55 antagonists	KOR beta-arrestin-1	West Nile virus CPE	KOR beta-arrestin-2	GPR35 antagonists	NS5 inhibitors	GPR55 beta-arrestin	NOD1 NF-kB reporter	others
COc1cc(/C=C2\SC(=O)NC2=O)ccc1Oc1ccc([N+](=O)[O-])cc1[N+](=O)[O-]	63%*	5%	-4%	-1.4%	-1.8%	7%	38%	0.1%	1%
Oc1ccc(N=Nc2nccs2)c(O)c1	9.4%	-1%	33%	-0.8%	5.0%	-1%	21%	0.5%	-2%
c1ccc(Nc2nnc(-c3cccc4ccccc34)o2)cc1	1.6%	20%	-67%	-0.3%	3.2%	-12%	/	0.7%	-6%
CCOC(=O)C1CCN(C(=O)CCNC(=O)c2cc(OC)c(OC)c(OC)c2)CC1	1.1%	30%	-7%	0.4%	2.5%	-4%	-2%	0.3%	-7%
CCCCc1nc2sc3c(=O)n(N)cnc3c2c2c1CCCC2	0.8%	-4%	-3%	-1.1%	-0.1%	-7%	-7%	0.7%	-16%
Cc1cc(C(F)F)n2nc(C(=O)Nc3sc4c(c3C#N)CCC4)nc2n1	3.1%	9%	18%	-0.1%	3.9%	-6%	-9%	1.6%	-33%
COC(=O)Cc1c(C)c2ccc(OC(=O)c3ccco3)cc2oc1=O	-2.1%	1%	30%	0.2%	4.1%	-9%	-14%	0.5%	-10%
COc1cc(C(=O)N(C)c2nnc(-c3cccnc3)s2)cc(OC)c1OC	-2.4%	13%	19%	0.0%	3.8%	-6%	/	-0.1%	16%
O=C(O)c1cccc(-n2cccc2/C=C\[N+](=O)[O-])c1	32%	0%	-2%	-0.1%	3.2%	-10%	1%	0.0%	-28%
COc1ccc(NC(=O)C(Cc2ccccc2)n2cccc2)cc1OC (stereo unspecified)	-1.1%	8%	10%	-0.3%	-3.4%	-7%	-2%	0.3%	3%
CCOC(=O)N1CCC(NC(=O)C2=CCN(S(=O)(=O)c3ccc(F)cc3)CC2)CC1	0.6%	7%	-7%	0.0%	-0.5%	6%	-10%	0.7%	-13%
O=C(O)CC1=C(Nc2ccccc2)C(=O)N(c2ccccc2)C1c1ccc(F)cc1 (stereo unspecified)	7.5%	-16%	7%	-0.7%	0.4%	-18%	-8%	-0.3%	-12%
NC(=O)C[n+]1cccc(C(N)=O)c1	0.5%	3%	21%	-0.1%	-2.8%	5%	-3%	-0.2%	-43%
C#CC[N+](C)(C)CCCCCCCCCCCC	1.9%	13%	8%	-0.6%	-2.1%	20%	-6%	0.1%	29%
CCOc1cc(C(=O)NC(C)Cc2cccs2)cc(OCC)c1OCC (stereo unspecified)	-1.7%	-10%	17%	0.5%	0.9%	0%	18%	0.2%	-24%
O=C(O)C1Sc2[nH]c(=O)sc2C2c3cc(Cl)ccc3OC(=O)C12 (stereo unspecified)	-0.4%	1%	-15%	0.2%	11%	-7%	16%	0.6%	1%	NS5 inhibitors pilot replicate=3.5
Cc1ccc(S(=O)(=O)N2C(=O)CCC2C(=O)NCc2ccco2)cc1 (stereo unspecified)	2.7%	2%	-40%	0.2%	-0.1%	-4%	-7%	-0.1%	-27%
Cc1cc2cc3c(cc2nc1SCc1ccccn1)OCCO3	0.5%	9%	26%	0.0%	12%	0%	-8%	-0.3%	-29%
CCn1c2ccccc2c2cc(NC(=O)CSc3nnc(-c4ccc(OC)cc4)n3N)ccc21	-2.1%	-22%	-57%	2.9%	7.3%	12%	0%	-0.2%	6%	NS5 inhibitors pilot replicate=-2.4
CC[C@@H](C)[C@H](NC(=O)OC(C)(C)C)c1nnc(S(=O)(=O)Cc2cc(C)ccc2C)o1	6.6%	18%	18%	-0.1%	8.6%	6%	-38%	-0.2%	/
CCN(CC)C(=S)Nc1ccc(C(=O)OC)cc1	1.0%	12%	0%	0.3%	1.0%	6%	-10%	0.5%	-29%
CN(C)/C=N/C(=S)Nc1ccc(Br)cc1F	-4.5%	5%	-5%	1.2%	0.2%	0%	-13%	0.2%	-10%
C=CCN(C(=O)CNC(=O)c1ccco1)C(C(=O)NC1CCCCC1)c1ccc(OC)cc1 (stereo unspecified)	2.9%	-14%	-5%	-0.4%	0.3%	-7%	-11%	0.9%	-40%
Cc1ccc(S(=O)(=O)Cn2cnnn2)cc1	-0.5%	-4%	7%	1.3%	-1.8%	-12%	-1%	-0.3%	18%	NS5 inhibitors pilot replicate=2.0
Cc1ccc(NCCC(=O)c2ccccc2)cc1Cl	-1.3%	5%	-148%[20 µM]	-0.7%	4.3%	17%	-9%	-0.1%	-37%
CCC(=O)N1CCc2cc(S(=O)(=O)CCC(=O)NCCC3=CCCCC3)ccc21	-0.7%	-3%	-4%	/	-0.9%	-18%	2%	0.4%	16%
COc1ccc(-c2noc(N3CCC(C(=O)Nc4cccc(OC)c4)CC3)n2)cc1	0.5%	1%	-12%[20 µM]	-0.4%	-5.7%	-12%	-3%	0.0%	-20%
Cc1ccc(C(=O)c2ccc([N+](=O)[O-])cc2)c(C)c1	-2.3%	12%	-9%	0.1%	0.2%	7%	-14%	-0.1%	-4%
CSCC(CO)NS(=O)(=O)c1ccc(C)cc1 (stereo unspecified)	-0.5%	1%	18%	1.5%	1.5%	4%	-10%	0.3%	0%
CCc1nnc(NC(=O)c2ccc(S(=O)(=O)N3CCCC(C)C3)cc2)o1 (stereo unspecified)	2.6%	9%	-2%	1.2%	0.0%	11%	-10%	-0.1%	-11%
